Cav3 T inh = inhibitors of human Cav3.2 T-type calcium channel. O95180. Cav3.2-expressing cells, Fluo-4 calcium fluorescence FDSS; hits give low values. B-score at 10 µM. 100,000 tested, 4% active;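 active = single-dose well whose peak fluorescence ratio is a statistical outlier from its plate by either plate-standardised score or position-corrected B-score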
Target sequence (O95180 whole entry, looked up): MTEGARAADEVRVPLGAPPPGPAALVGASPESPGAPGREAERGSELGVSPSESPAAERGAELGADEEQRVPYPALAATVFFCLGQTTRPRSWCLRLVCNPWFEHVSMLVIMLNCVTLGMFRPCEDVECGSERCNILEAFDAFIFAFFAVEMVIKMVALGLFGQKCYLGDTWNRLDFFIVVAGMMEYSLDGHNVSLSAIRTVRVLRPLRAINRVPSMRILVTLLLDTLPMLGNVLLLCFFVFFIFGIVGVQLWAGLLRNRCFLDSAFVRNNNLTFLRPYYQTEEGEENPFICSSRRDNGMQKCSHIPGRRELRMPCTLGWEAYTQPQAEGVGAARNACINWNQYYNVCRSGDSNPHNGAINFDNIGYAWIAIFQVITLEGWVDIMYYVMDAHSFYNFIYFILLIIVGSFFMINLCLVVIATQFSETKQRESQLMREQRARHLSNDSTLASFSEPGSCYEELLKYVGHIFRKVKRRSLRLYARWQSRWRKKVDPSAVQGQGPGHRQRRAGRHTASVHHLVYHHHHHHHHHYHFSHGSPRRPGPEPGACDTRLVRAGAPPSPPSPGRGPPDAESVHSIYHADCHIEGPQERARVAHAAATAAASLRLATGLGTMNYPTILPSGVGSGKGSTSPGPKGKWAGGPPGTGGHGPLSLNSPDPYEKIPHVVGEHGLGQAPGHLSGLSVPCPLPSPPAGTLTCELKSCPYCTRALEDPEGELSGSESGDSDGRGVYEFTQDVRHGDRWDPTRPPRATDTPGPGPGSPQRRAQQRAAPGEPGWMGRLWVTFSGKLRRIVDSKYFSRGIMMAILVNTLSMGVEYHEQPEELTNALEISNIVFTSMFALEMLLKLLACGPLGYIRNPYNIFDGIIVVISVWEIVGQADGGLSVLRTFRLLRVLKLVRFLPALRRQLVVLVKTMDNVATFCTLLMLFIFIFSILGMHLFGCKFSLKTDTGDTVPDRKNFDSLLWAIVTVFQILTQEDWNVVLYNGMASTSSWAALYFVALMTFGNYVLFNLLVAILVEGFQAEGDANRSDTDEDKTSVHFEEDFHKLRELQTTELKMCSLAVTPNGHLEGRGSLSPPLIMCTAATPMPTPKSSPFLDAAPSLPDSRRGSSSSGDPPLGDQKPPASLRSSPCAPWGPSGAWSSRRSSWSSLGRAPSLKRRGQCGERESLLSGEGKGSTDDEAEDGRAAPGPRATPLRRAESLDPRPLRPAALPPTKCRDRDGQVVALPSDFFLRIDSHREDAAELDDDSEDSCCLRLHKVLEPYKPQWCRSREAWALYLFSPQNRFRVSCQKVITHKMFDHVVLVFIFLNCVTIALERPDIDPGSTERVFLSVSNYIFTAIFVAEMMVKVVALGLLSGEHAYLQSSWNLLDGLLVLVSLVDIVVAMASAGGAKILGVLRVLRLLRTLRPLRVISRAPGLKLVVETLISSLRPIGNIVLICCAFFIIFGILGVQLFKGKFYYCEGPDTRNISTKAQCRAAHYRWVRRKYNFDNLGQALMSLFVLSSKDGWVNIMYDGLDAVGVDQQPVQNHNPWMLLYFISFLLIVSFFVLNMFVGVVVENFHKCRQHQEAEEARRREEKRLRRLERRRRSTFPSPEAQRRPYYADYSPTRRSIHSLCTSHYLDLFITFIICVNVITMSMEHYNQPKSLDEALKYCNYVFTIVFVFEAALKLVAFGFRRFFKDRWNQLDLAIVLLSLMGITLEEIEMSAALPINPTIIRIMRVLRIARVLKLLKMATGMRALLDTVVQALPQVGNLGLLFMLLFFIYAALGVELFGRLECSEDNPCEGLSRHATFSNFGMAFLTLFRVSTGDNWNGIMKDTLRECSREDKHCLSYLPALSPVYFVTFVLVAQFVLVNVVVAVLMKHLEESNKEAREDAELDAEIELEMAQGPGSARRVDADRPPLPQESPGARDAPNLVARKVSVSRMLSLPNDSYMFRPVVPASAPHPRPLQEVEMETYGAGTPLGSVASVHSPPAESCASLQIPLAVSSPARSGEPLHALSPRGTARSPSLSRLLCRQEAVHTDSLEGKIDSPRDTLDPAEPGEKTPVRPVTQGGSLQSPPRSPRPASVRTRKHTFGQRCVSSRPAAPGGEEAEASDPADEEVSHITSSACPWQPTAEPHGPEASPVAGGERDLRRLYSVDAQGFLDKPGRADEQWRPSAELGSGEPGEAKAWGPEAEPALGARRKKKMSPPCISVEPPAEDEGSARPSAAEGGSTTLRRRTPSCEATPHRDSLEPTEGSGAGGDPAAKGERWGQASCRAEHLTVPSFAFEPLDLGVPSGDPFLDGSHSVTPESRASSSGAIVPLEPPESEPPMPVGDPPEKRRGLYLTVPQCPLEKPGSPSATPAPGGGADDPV
The depositor's hits bear a star. A portion of the library; the hit share may differ from the screen's.

CN(C)C(=O)Cn1c(SCC(=O)NCc2ccc3c(c2)OCO3)nc2ccccc21 was read as Cav3 T inh 0.19.
Screening O=C(CN1CCN(c2ccccn2)CC1)NC1CCCC1 returned Cav3 T inh 0.058.
Screening CCCCN1C(=O)C(CC(=O)NCC)SC1=Nc1ccccc1 (stereo unspecified) returned Cav3 T inh 0.42.
For CCOc1ccc(S(=O)(=O)N2CCN(C(=O)c3sccc3C)CC2)cc1 the results were Cav3 T inh -0.72.
`C[C@@H]1CC=C[C@H]2[C@H]1C(=O)N(Cc1ccccc1)[C@H]2c1ccc(C(F)(F)F)cc1` gave Cav3 T inh -1.2.
Screening O=C(Nc1nsc(-c2ccccc2)n1)c1cccs1 returned Cav3 T inh 0.18.
C=CCNc1ncnc2ccc(Br)cc12 was read as Cav3 T inh -0.44.
Screening COC(=O)c1c(N)sc(C(C)=O)c1C returned Cav3 T inh 0.31.
O=C(NCCN1CCCC1=O)Nc1ccccc1 was read as Cav3 T inh 0.045.
Screening CC1CCCN(C(=O)C(C)Sc2nc(-c3ccccc3)cc(C(F)(F)F)n2)C1 (stereo unspecified) returned Cav3 T inh -1.8.
For Oc1ccc(Oc2ccc3c(C(F)(F)F)cc(C(F)(F)F)nc3n2)cc1 the results were Cav3 T inh -6.9*.
`COc1cc(C(=O)Nc2ccc(NC(=O)c3ccco3)nc2)cc(OC)c1OC` gave Cav3 T inh 0.57.

Not a retest: entries from further up.
For Oc1ccc(Oc2ccc3c(C(F)(F)F)cc(C(F)(F)F)nc3n2)cc1 the results were Cav3 T inh -6.9*.
`COc1cc(C(=O)Nc2ccc(NC(=O)c3ccco3)nc2)cc(OC)c1OC` gave Cav3 T inh 0.57.

More results follow:
For Cn1cccc1C(=S)N=P(C1CCCCC1)(N1CCOCC1)N1CCOCC1 the results were Cav3 T inh -0.14.
Screening O=C(NC1CC1)c1cccc(Nc2ccc(-c3ccc4c(c3)OCCO4)nn2)c1 returned Cav3 T inh -0.67.
CCOc1ccccc1NC=C1C(=O)OC(C)(C)OC1=O was read as Cav3 T inh 0.28.
`COc1ccc(-c2cc3ccccc3n2CC(O)CN2CCOCC2)cc1` (stereo unspecified) gave Cav3 T inh -0.49.
`CN(C)c1oc(COc2ccccc2F)nc1C#N` gave Cav3 T inh 0.72.
Cc1ccc(C)c(NC2=NCC(=O)N2C2CCCCC2)c1 was read as Cav3 T inh -0.12.
Screening COc1ccc(-n2nc(N)c3c(=O)oc(N(C)C)nc32)cc1 returned Cav3 T inh 0.093.
For COc1ccc(C(C)=O)cc1COC(=O)Cn1cnc2ccccc2c1=O the results were Cav3 T inh 0.98.
CCOC(=O)Nc1nnc(-c2cccc(OC)c2)s1 was read as Cav3 T inh 0.21.
Screening Cc1ccc(S(=O)(=O)CCc2nc3ccccc3s2)cc1 returned Cav3 T inh -0.093.
`COc1ccc(CN2C(=O)CN=C2Nc2ccc(C)cc2C)cc1` gave Cav3 T inh -1.2.
`CC(Sc1nnc(C(C)N(C)C)n1-c1ccc(Cl)cc1)C(=O)Nc1ccc2c(c1)OCO2` (stereo unspecified) gave Cav3 T inh -0.43.
Screening COc1ccc(C(=O)NN(C)c2nc(-c3ccccc3)cc(C)c2S(C)(=O)=O)cc1 returned Cav3 T inh 1.2.
Screening CC1Cc2ccccc2N1C(=O)c1ccnc(C(C)(C)C)c1 (stereo unspecified) returned Cav3 T inh -1.
`COc1ccc(-c2nc3ccncc3[nH]2)cc1OC` gave Cav3 T inh 0.42.
`CCC(C)NC(=O)C1CN(S(=O)(=O)c2ccccc2)CCN1S(=O)(=O)c1ccccc1` (stereo unspecified) gave Cav3 T inh 1.6.
For Cc1c(C(=O)N2CCC(C)CC2)sc2ncnc(N(C)c3ccccc3)c12 the results were Cav3 T inh -2.2.
`COCCN=C1Sc2nc3c(C)cccc3cc2CN1Cc1ccco1` gave Cav3 T inh -1.6.
Screening Cc1ccc(N2CC(C(=O)Nc3ccccn3)CC2=O)cc1 (stereo unspecified) returned Cav3 T inh -0.78.
Screening CCCCCCSc1nc(O)c(C2OC(=O)c3c2ccc(OC)c3OC)c(=O)n1-c1ccccc1 (stereo unspecified) returned Cav3 T inh -0.84.
O=C(COc1ccc(Cl)cc1)N(Cc1ccccc1)c1ccccn1 was read as Cav3 T inh -4.1.
Cc1ccc(OCc2nn3c(-c4ccco4)nnc3s2)cc1 was read as Cav3 T inh -0.3.
For CN1CC=C2C(C#N)=C(N)C(C#N)(C#N)C(c3cccc(Cl)c3Cl)C2C1 (stereo unspecified) the results were Cav3 T inh -0.24.
For O=C(NCc1ccccc1)C1=C[C@H](c2ccc3c(c2)OCO3)C[C@H](OCCCCO)O1 the results were Cav3 T inh -0.13.
`O=C(NC1CCCc2ccccc21)C1CCCO1` (stereo unspecified) gave Cav3 T inh -0.91.
`COc1ccc(OC)c(NC(=O)c2ccccc2OC(C)=O)c1` gave Cav3 T inh -0.84.
CC1=CC(c2ccccc2)n2ncnc2N1 (stereo unspecified) was read as Cav3 T inh 0.45.
For COCCCN1C(=O)C(=O)/C(=C(/O)c2ccc3c(c2)OCCO3)C1c1ccc(C(=O)OC)cc1 (stereo unspecified) the results were Cav3 T inh 0.71.
Screening CCCNc1nc2c(c(=O)[nH]c(=O)n2C)n1CCCc1ccccc1 returned Cav3 T inh 0.26.
For CC(C)CCC1CC(CSC(=N)N)OC1=O (stereo unspecified) the results were Cav3 T inh 0.19.
Screening Cc1ccc(C)c(-c2cc(C(=O)NCc3cccs3)c3ccccc3n2)c1 returned Cav3 T inh -1.1.
COc1ccc2nc3sc(C(=O)NCc4cccs4)c(N)c3cc2c1 was read as Cav3 T inh -0.87.
CNc1oc(-c2ccc(Cl)cc2)nc1C#N was read as Cav3 T inh 0.075.
CCn1c(Cc2ccccc2)nnc1SCC(=O)Nc1cc(C)on1 was read as Cav3 T inh 1.2.
For Cc1cc(NS(=O)(=O)c2ccc(NC(=O)CCc3ccccc3)cc2)no1 the results were Cav3 T inh -0.0044.
CCOc1ccc(NC(=O)CCC(=O)OC)cc1 was read as Cav3 T inh 1.1.
`Cc1onc(-c2ccccc2Cl)c1C(=O)N1CCc2ccccc21` gave Cav3 T inh -0.25.
`COc1cc(-c2nnc(SCC(=O)c3ccccc3)o2)cc(OC)c1OC` gave Cav3 T inh -0.64.
Screening CC(c1ccccc1C(O)c1ccccc1)N(C)C (stereo unspecified) returned Cav3 T inh -0.23.
Screening COc1ccc(NC(=O)CS(=O)CC(=O)NCc2cccc(C(F)(F)F)c2)cc1 (stereo unspecified) returned Cav3 T inh -0.85.
Screening CC1CN(c2oc(-c3ccco3)nc2S(=O)(=O)c2ccccc2)CC(C)O1 (stereo unspecified) returned Cav3 T inh 0.63.
`CN(C)CCN1C(=O)C(O)=C(C(=O)c2ccco2)C1c1ccccc1F` (stereo unspecified) gave Cav3 T inh 0.66.
COc1ccc(C2CC(c3cccc(C)c3)n3nc(N)nc3N2)cc1 (stereo unspecified) was read as Cav3 T inh 2.2.
Screening Cc1nc(-c2cccc(NS(=O)(=O)c3cccc4ccccc34)c2)cs1 returned Cav3 T inh -3.6.
For Cc1ccccc1C(=O)Nc1ccccc1-c1nnn(CC(=O)Nc2ccc3c(c2)OCCO3)n1 the results were Cav3 T inh -0.44.
For COc1ccccc1CNC(=O)COC(=O)c1ccc(S(=O)(=O)N2CCCC2)cc1 the results were Cav3 T inh 0.018.
Screening COc1ccccc1/C=C/C(=O)c1ccc(Cl)cc1 returned Cav3 T inh -1.2.
`Cc1nn(-c2ccccc2)c(C)c1C(=O)OCC(=O)NC(=O)NC1CCCC1` gave Cav3 T inh -1.2.
`O=C(COc1ccccc1)N1CCN(S(=O)(=O)c2ccc(Cl)cc2)CC1` gave Cav3 T inh -1.9.
Screening COc1ccc2[nH]c(=O)c(CN(CCO)S(=O)(=O)c3c(C)ccc4nsnc34)cc2c1 returned Cav3 T inh 0.77.
For N#Cc1nc(COc2ccccc2F)oc1NCc1ccc(F)cc1 the results were Cav3 T inh -2.9.
Screening COc1ccc(N2CCN(C(=O)c3ccc4c(=O)n(CC5CCCO5)c(=O)[nH]c4c3)CC2)cc1 (stereo unspecified) returned Cav3 T inh 0.82.
For CCCC(O)(c1ccc(OC)cc1)C(CN(C)C)c1ccccc1 (stereo unspecified) the results were Cav3 T inh 0.48.
COc1ccc(Cl)cc1-n1c(C)cc(C=O)c1C was read as Cav3 T inh -0.32.
Screening C=CCOc1cccc(C2c3c(oc4ccccc4c3=O)C(=O)N2c2ccccn2)c1 (stereo unspecified) returned Cav3 T inh 0.23.
For Cn1nnnc1SCC(=O)NCC(=O)c1ccccc1 the results were Cav3 T inh 0.63.
For CCOc1ccc(NC(=O)CSc2nc3cccnc3n2CC)cc1 the results were Cav3 T inh -0.053.
`N#Cc1c(NC(=O)c2ccccc2)sc2c1CCCCC2` gave Cav3 T inh 0.72.
For CC/C(C)=N\N=C\c1c(O)n(CC)c2cc(C3=NNC(=O)CC3)ccc12 the results were Cav3 T inh 0.57.
`COC(=O)[C@H](CCSC)NC(=O)N1CCC(C)CC1` gave Cav3 T inh 0.11.
CC1=C(C(=O)OC2CCCCCCC2)C(c2cccc(O)c2)NC(=O)N1 (stereo unspecified) was read as Cav3 T inh -3.6.
O=C(Cn1[nH]c(=O)c2ccccc2c1=O)NCc1cccnc1 was read as Cav3 T inh 0.21.
Screening CC(C)N=C(Nc1ccc(Cl)cc1)c1cccnc1 returned Cav3 T inh 0.77.
Screening CC(=O)N(Cc1c(C)nn(-c2ccccc2)c1Cl)c1ccc(Cl)cc1 returned Cav3 T inh -8.3*.
For COc1ccc(C2=NOC(C)(c3nnc(-c4ccncc4)o3)C2)cc1 (stereo unspecified) the results were Cav3 T inh 0.61.
COCCNc1c2c(nc3c(-c4ccccc4)c(C)nn13)CCCC2 was read as Cav3 T inh 1.4.
For CCc1nc(NCCN2CCOCC2)c(C#N)c2c1CCCC2 the results were Cav3 T inh -0.41.
Screening Cc1ccc2c(c1)COc1c3ccc(C(=O)NCCO)cc3nn1-2 returned Cav3 T inh 0.41.
`O=C(c1ccco1)N1CCN(C(=O)C2CC(c3ccc(F)cc3)=NO2)CC1` (stereo unspecified) gave Cav3 T inh 0.5.
For COc1ccc(-c2cc(C(=O)N3CCCCC3)no2)cc1OC the results were Cav3 T inh 0.15.
For O=S(=O)(Nc1ncnc2sc3c(c12)CCC3)c1ccc2ccccc2c1 the results were Cav3 T inh -4.7*.
CC(C)NC(=O)COc1ncnc2sccc12 was read as Cav3 T inh 0.067.
`CC(C)Oc1ccc(CC2CC(=O)NC2=O)cc1` (stereo unspecified) gave Cav3 T inh 0.15.
For CCCCCSc1nc2c(c(=O)[nH]c(=O)n2C)n1C the results were Cav3 T inh 0.35.
`COc1ccc(Cl)cc1C(=O)CSc1nnnn1C1CCCC1` gave Cav3 T inh -3.7.
O=C(Nc1ccc(F)c(F)c1)NC1CCCCC1 was read as Cav3 T inh 0.13.
For Cc1ccnc(SCC(=O)Nc2sc3c(c2C#N)CCC(C(C)(C)C)C3)n1 (stereo unspecified) the results were Cav3 T inh -1.8.
CCC1C(=O)N(c2nc(C)cc(C)n2)N=C1C (stereo unspecified) was read as Cav3 T inh -0.14.
For Cc1ccc(-n2ncc3c(=O)n(Cc4ccccn4)cnc32)cc1C the results were Cav3 T inh 0.33.
`Cc1nnsc1C(=O)Nc1cc(Cl)ccc1Cl` gave Cav3 T inh -0.62.
For CCCOc1ccc(Cc2nn[nH]n2)cc1 the results were Cav3 T inh 0.1.
Screening CC(C)c1nc(SCC(=O)Nc2cccc(S(N)(=O)=O)c2)n[nH]1 returned Cav3 T inh 1.3.
Screening c1ccc2nc3c(nc2c1)CCc1nonc1-3 returned Cav3 T inh 0.12.
For Cc1ccsc1C(=O)OCc1csc(-c2ccccc2)n1 the results were Cav3 T inh -0.82.
For Cc1ccc(/C=N/NC(=O)c2ccc(C(=O)N/N=C/c3ccc(C)s3)o2)s1 the results were Cav3 T inh 0.79.
COc1ccc(OC)c(Nc2nc(-c3sc(N)nc3C)cs2)c1 was read as Cav3 T inh -0.92.
Screening CC(=O)Oc1ccc(C(=O)Nc2nccs2)cc1 returned Cav3 T inh -0.042.
For C(=N\N1CCN(C2c3ccccc3-c3ccccc32)CC1)/c1ccccn1 the results were Cav3 T inh -1.9.
For COc1cc(OC)cc(-n2nnnc2SCC(=O)NC2CCCC2)c1 the results were Cav3 T inh -0.042.
Screening NCCCCCNC(=O)/C=N\O returned Cav3 T inh -0.039.
CC(C)(C)c1ccc(-c2csc(NC(=O)CN3C(=O)NC4(CCCCC4)C3=O)n2)cc1 was read as Cav3 T inh -0.71.
`O=C1OC(Nc2ccc3ncccc3c2)c2ccccc21` (stereo unspecified) gave Cav3 T inh -1.3.
`C=C(C)CSc1nc2c(cc1C#N)CCC2` gave Cav3 T inh -0.94.

Part of the list above in order of molecular weight, highest first.
`CC(Sc1nnc(C(C)N(C)C)n1-c1ccc(Cl)cc1)C(=O)Nc1ccc2c(c1)OCO2` (stereo unspecified) gave Cav3 T inh -0.43.
Screening C=CCOc1cccc(C2c3c(oc4ccccc4c3=O)C(=O)N2c2ccccn2)c1 (stereo unspecified) returned Cav3 T inh 0.23.
For Cc1cc(NS(=O)(=O)c2ccc(NC(=O)CCc3ccccc3)cc2)no1 the results were Cav3 T inh -0.0044.
For CN1CC=C2C(C#N)=C(N)C(C#N)(C#N)C(c3cccc(Cl)c3Cl)C2C1 (stereo unspecified) the results were Cav3 T inh -0.24.
For Oc1ccc(Oc2ccc3c(C(F)(F)F)cc(C(F)(F)F)nc3n2)cc1 the results were Cav3 T inh -6.9*.
CCn1c(Cc2ccccc2)nnc1SCC(=O)Nc1cc(C)on1 was read as Cav3 T inh 1.2.
COc1ccc(C2CC(c3cccc(C)c3)n3nc(N)nc3N2)cc1 (stereo unspecified) was read as Cav3 T inh 2.2.
`COc1ccc(CN2C(=O)CN=C2Nc2ccc(C)cc2C)cc1` gave Cav3 T inh -1.2.
Screening Cc1ccc(N2CC(C(=O)Nc3ccccn3)CC2=O)cc1 (stereo unspecified) returned Cav3 T inh -0.78.
Screening CC1Cc2ccccc2N1C(=O)c1ccnc(C(C)(C)C)c1 (stereo unspecified) returned Cav3 T inh -1.
`O=C1OC(Nc2ccc3ncccc3c2)c2ccccc21` (stereo unspecified) gave Cav3 T inh -1.3.
COc1ccc(Cl)cc1-n1c(C)cc(C=O)c1C was read as Cav3 T inh -0.32.
`CC(C)Oc1ccc(CC2CC(=O)NC2=O)cc1` (stereo unspecified) gave Cav3 T inh 0.15.
Screening COC(=O)c1c(N)sc(C(C)=O)c1C returned Cav3 T inh 0.31.
